Screening results deposited in PubChem by National Center for Advancing Translational Sciences (NCATS).
ALOX12 inh: ALOX12 (human) lipoxygenase inhibition; P18054; purified 12hLO, xylenol orange hydroperoxide absorbance; Potency, µM (top dose mostly 108 µM), without a hit: top-dose activity change, negative = inhibition, actives largely listed as inhibitors; 580,000 compounds, 1.1% hits
Target sequence (P18054 whole entry, looked up): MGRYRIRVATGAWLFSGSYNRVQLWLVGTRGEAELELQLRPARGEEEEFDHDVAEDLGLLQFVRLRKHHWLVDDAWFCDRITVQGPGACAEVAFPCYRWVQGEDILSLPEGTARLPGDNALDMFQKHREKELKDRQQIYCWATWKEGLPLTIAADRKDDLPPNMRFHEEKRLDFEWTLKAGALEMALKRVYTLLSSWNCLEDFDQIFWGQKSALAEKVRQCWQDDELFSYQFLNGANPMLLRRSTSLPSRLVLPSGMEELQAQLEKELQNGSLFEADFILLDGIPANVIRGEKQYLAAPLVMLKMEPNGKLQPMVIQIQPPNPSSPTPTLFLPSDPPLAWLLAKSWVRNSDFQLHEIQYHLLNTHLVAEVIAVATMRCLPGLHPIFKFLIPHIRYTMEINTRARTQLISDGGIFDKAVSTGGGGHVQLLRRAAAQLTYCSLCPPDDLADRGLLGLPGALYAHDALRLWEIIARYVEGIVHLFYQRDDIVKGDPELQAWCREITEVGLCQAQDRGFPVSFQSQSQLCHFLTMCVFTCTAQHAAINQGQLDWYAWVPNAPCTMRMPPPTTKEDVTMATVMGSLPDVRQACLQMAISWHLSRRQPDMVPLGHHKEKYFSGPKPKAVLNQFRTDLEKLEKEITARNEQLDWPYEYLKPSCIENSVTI
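Hydroperoxide product was detected by ferrous iron/xylenol orange as the 573 to 405 nm absorbance ratio. Arachidonic acid at 40 uM (final) was turned over for 30 min at room temperature by 150 nM human 12hLO, pH 7.0 Hepes buffer, after 15 min compound preincubation.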
GLS inh: inhibitors of human glutaminase (GLS). GLS enzymatic activity, qHTS titration. O94925. 410,000 compounds, 0.21% hits. Potency, µM (highest dose often 45.5 µM), without a hit: top-dose activity change, negative = inhibition, most hits filed as inhibitors. AID 624170
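Compounds were pin-transferred onto hKGA, after which L-glutamine (1 mM solution) and a detection mix of glutamate oxidase, HRP and Amplex Red were added. Initial and 30 min RT fluorescence reads were collected.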
An asterisk follows results filed as active; ? = inconclusive; [ ] = another dose, or the depositor's remark. Calls follow the shape of the dose curve; as a rule, active = well fitted inhibition curve with a large enough effect; inconclusive = small, poorly fitted or top-dose-only effect, or another doubt; inactive = no such curve, though single readings can be large or run the other way. % is scaled to controls: 0 for no effect and ±100 for the full control effect; potency is read from the fitted curve at half-maximal effect. Some of the compounds tested; the hit share may differ from the screen's.

nr	molecule	ALOX12 inh	GLS inh
1	CC1(C(=O)NS(=O)(=O)c2ccc(Cl)cc2)CCN1C(=O)Cc1ccccc1 (stereo not drawn)	-20%	0%
2	CC(=O)Nc1cc(-c2cccc(CO)c2)cn2c(-c3ccc(F)cc3)cnc12	-29%	-8%
3	CCc1nc2c(OCc3cc(Cl)cc(Cl)c3)cccn2c1N(C)C(=O)c1ccccc1F	-11%	0%
4	CCOC(=O)[C@]12CCC=C1N(Cc1ccccc1)C(=O)[C@H](CC(=O)NCc1ccc(OC)c(OC)c1)C2	?	-19%
5	CC(C)C[C@@H]1O[C@H](CCc2ccccc2)Cc2[nH][nH]c(=O)c21	52%[activator]	10%
6	COc1ccc(C(O)c2nc(-c3ccc4ccccc4c3)cs2)cc1 (stereo not drawn)	-11%	0%
7	O=C(OCc1ccccc1)N1CCC2CC1c1c2cccc1N1CCOCC1 (stereo not drawn)	-17%	6%
8	CC(=O)c1ccc(OC2(C)CCN(Cc3ccc4c(c3)OCCO4)C2)cc1 (stereo not drawn)	15%	6%
9	O=C(Nc1cccc(OC(F)(F)F)c1)c1ccc(-c2cccnc2)c2ccoc12	-1%	3%
10	CC(C)(C)OC(=O)N1CCN(C(c2ccnc3ccccc23)c2nnnn2-c2ccc3c(c2)OCCO3)CC1 (stereo not drawn)	0%	7%
11	CC(C)(C)c1ccc(S(=O)(=O)NC(=O)C2(C)CCN2C(=O)CC2CCCCC2)cc1 (stereo not drawn)	3%	1%
12	O=C(Nc1ccc2nc([C@@H]3O[C@H](CO)[C@@H](O)[C@H](O)[C@H]3O)[nH]c2c1)NC(c1ccccc1)c1ccccc1	-10%	-1%
13	CCc1nc2ccc(C(=O)NCc3ccc(OC)cc3)cn2c1N(C)Cc1ccc(OC)cc1	-26%	18%
14	CCOC(=O)c1ccc(CN2CCCC(C)(C(=O)NCCOC)C2)cc1 (stereo not drawn)	8%	19%
15	CCc1nc2ccc(C(=O)Nc3cccc(OCC(=O)N(C)C)c3)cn2c1N(C=O)Cc1ccc(OC)cc1	8%	-4%
16	CCCCNC(=O)C1(C)CCN1C(=O)c1cc(C)n(C(C)(C)C)n1 (stereo not drawn)	-1%	3%
17	Oc1ccc(C[C@H]2CNC(=S)N2C[C@H]2CCCN2C[C@H](Cc2ccccc2)N2C[C@H](Cc3ccc(O)cc3)N(CC3CCCCCC3)C2=S)cc1	?	-3%
18	CCc1nc2ccc(C(=O)Nc3ccc(OC)c(OC)c3)cn2c1N(CC)Cc1cccc(Br)c1	13%	3%
19	O=C(O)Cn1nnc(-c2ccccc2)c1COc1ccccc1	?	10%
20	CC1(C(=O)NCc2cccc3ccccc23)CCN1CCc1ccccc1 (stereo not drawn)	-6%	3%

Brought forward from above: 6 entries, followed by the next part.
nr	molecule	ALOX12 inh	GLS inh
15	CCc1nc2ccc(C(=O)Nc3cccc(OCC(=O)N(C)C)c3)cn2c1N(C=O)Cc1ccc(OC)cc1	8%	-4%
16	CCCCNC(=O)C1(C)CCN1C(=O)c1cc(C)n(C(C)(C)C)n1 (stereo not drawn)	-1%	3%
17	Oc1ccc(C[C@H]2CNC(=S)N2C[C@H]2CCCN2C[C@H](Cc2ccccc2)N2C[C@H](Cc3ccc(O)cc3)N(CC3CCCCCC3)C2=S)cc1	?	-3%
18	CCc1nc2ccc(C(=O)Nc3ccc(OC)c(OC)c3)cn2c1N(CC)Cc1cccc(Br)c1	13%	3%
19	O=C(O)Cn1nnc(-c2ccccc2)c1COc1ccccc1	?	10%
20	CC1(C(=O)NCc2cccc3ccccc23)CCN1CCc1ccccc1 (stereo not drawn)	-6%	3%
21	Clc1ccc(-c2nc3ccc(Cl)cn3c2Cc2cccc(Cl)c2)cc1	-93%	10%
22	CC1=C(C(=O)N2CCCCCC2)CC(CC(=O)NC2CCCC2)C(=O)N1Cc1ccccc1 (stereo not drawn)	6%	-1%
23	CNC(=O)OCc1cocc1COC(=O)NC	-2%	-24%
24	CCCCn1nnnc1C1(C)CCC(=O)N1Cc1ccc(OC)c(OC)c1 (stereo not drawn)	-14%	4%
25	O=NN(Cc1cccnc1)C(=O)NC1CCCCC1	?	6%
26	CC(C)C[C@H]1CN([C@@H](Cc2ccccc2)CN2CCC[C@H]2CN2C(=O)C(=O)NC[C@@H]2Cc2ccc(O)cc2)C(=O)C(=O)N1CC1CCCCC1	?	-3%
27	COCc1cccc(-c2csc(C(C)(O)c3ccccc3)n2)c1 (stereo not drawn)	6%	6%
28	COc1cc(F)ccc1-c1csc(C(NC(C)=O)c2cccc(F)c2)n1 (stereo not drawn)	7%	-3%
29	CC(=O)Nc1cccc(-c2cc(NC=O)c3ncc(-c4cccc(C(C)=O)c4)n3c2)c1	-2%	-24%
30	COc1ccc(-c2cnc(C(O)c3ccc(C(C)(C)C)cc3)[nH]2)cc1 (stereo not drawn)	-10%	8%
31	COC(=O)[C@@]1(Cc2ccc(F)cc2)[C@H]2c3cc(C(=O)N4CCCC4)n(CCN4CCNC4=O)c3C[C@H]2CN1C(=O)c1ccccc1	-2%	3%
32	CCOC(=O)c1ccc(NC(=O)CN2CCCCC2)cc1	-13%	0%
33	CCOc1ccc(Cl)cc1-c1cc(C(=O)NCc2cccc(C(F)(F)F)c2)[nH]n1	4%	14%
34	CCc1nc2ccc(C(=O)Nc3cccc(OCC(=O)N(C)C)c3)cn2c1N(C)C(=O)c1ccncc1	-23%	6%
35	COCCNC(=O)C1(C)CCN(C(=O)/C=C/c2ccccc2)C1 (stereo not drawn)	-17%	-2%
36	CCc1nc2ccc(C(=O)NCc3ccccc3OC)cn2c1N(CC)CCOC	-16%	?
37	O=C(NCc1cccc(C(F)(F)F)c1)c1csc(COCCO)n1	-22%	10%
38	O=C(NC(c1ccc(F)cc1)c1ccc2ccccc2n1)C1CCN(CCOc2ccc(Cl)cc2)CC1 (stereo not drawn)	?	9%
39	O=C(NC1CCCCC1)C1c2ccccc2OCC(=O)N1C1CC1 (stereo not drawn)	-5%	-3%
40	C=Cc1ccc(Cn2c(C)c(C(=O)NCc3ccc4c(c3)OCO4)sc2=O)cc1	-10%	14%
41	O=c1[nH][nH]c2c1C(c1cccc(C(F)(F)F)c1)OC(CCc1ccccc1)C2 (stereo not drawn)	0%	6%
42	O=C(Nc1cccc2c1CCCC2)c1cc(C2CCCCN2C(=O)c2cccs2)on1 (stereo not drawn)	4%	-13%
43	C[C@@H](C(=O)O)c1ccc(-c2ccccc2)c(F)c1	288%[activator]	7%[20 µM]
44	CCCC[C@@H]1CNC(=O)C(=O)N1CCCC	?	-1%
45	CC1(C(=O)NCCc2ccccc2)Cc2c(-c3cccc(C(N)=O)c3)ccnc2O1 (stereo not drawn)	3%	0%
46	O=C(NCc1ccccc1)c1cc(C2CCCN(C(=O)C3CC3)C2)on1 (stereo not drawn)	-16%	11%
47	CC(C)(C)c1ccc(C(O)c2ncc(-c3ccc4ccccc4c3)[nH]2)cc1 (stereo not drawn)	-5%	-13%
48	CCc1nc2c(OCc3ccc(F)cc3)cccn2c1N(C)C(=O)CC(C)C	-1%	4%
49	COc1cc(-c2coc3c(C(=O)NCc4ccc(N(C)C)cc4)cccc23)ccc1O	0%	-8%
50	CCCCN(C)c1c(C)nc2ccc(C(=O)NCc3ccc(OC)cc3)cn12	-29%	2%
51	COc1cccc(-c2cnc(C(O)c3ccc(CN4CCCC4)cc3)[nH]2)c1 (stereo not drawn)	?	7%
52	CCc1ccc(C(O)c2ncc(-c3ccccc3C(F)(F)F)[nH]2)cc1 (stereo not drawn)	2%	5%
53	NCC1CCC(C(=O)O)CC1 (stereo not drawn)	105%[activator]	2%[20 µM]
54	COC(=O)[C@]12CCCCC=C1N(Cc1ccccc1)C(=O)[C@H](CC(=O)NCC1CCCCC1)C2	?	-14%
55	CCOC(=O)C1(C)CCN1C(=O)c1cc2ccccc2s1 (stereo not drawn)	-41%	0%
56	Cc1ccc(NC(=O)C2(C)CCN2C(C)C)cc1C (stereo not drawn)	?	2%
57	Cc1cccc(C)c1-n1nnnc1C1(C)CCC(=O)N1Cc1cccs1 (stereo not drawn)	-8%	3%
58	COc1ccc(C(C)(NC(C)=O)c2nc(-c3cc(F)cc(F)c3)cs2)cc1 (stereo not drawn)	?	3%
59	Cc1c(C(=O)NCc2ccc(F)cc2)sc(=O)n1Cc1ccc(Cl)c(Cl)c1	-15%	-16%
60	c1ccc(OCCNc2nc(NCC3CC3)nc3ccsc23)cc1	?	3%

The list continues.
No. | mol | ALOX12 inh | GLS inh
61 | COCCNC(=O)C1(C)CCCN(C(=O)c2ccccc2C(F)(F)F)C1 (stereo not drawn) | -6% | 0%
62 | CC1(C(=O)Nc2ccc3c(c2)OCCO3)CCN1C(=O)c1cccc(F)c1 (stereo not drawn) | -16% | 0%
63 | O=C(NCCN1CCNC1=O)c1ccc2sc([C@H]3C[C@H](O)[C@@H](CO)O3)nc2c1 | -29% | 6%
64 | Cc1ccc(S(=O)(=O)N2[C@H](C(C)C)[C@H]3[C@H]4C(=O)N(c5ccccc5)C(=O)[C@H]4CC(=O)[C@H]3[C@@H]2c2ccccc2)cc1 | 12% | 17%
65 | CCN1C(=O)[C@@H]2[C@@H]3CN(S(=O)(=O)c4ccc(C)cc4)[C@@H](c4ccccc4)[C@@H]3C(=O)C[C@@H]2C1=O | ? | 2%
66 | CCCNC(=O)C1(C)CCCN(Cc2cc(-c3ccccc3)n(C)n2)C1 (stereo not drawn) | 4% | -4%
67 | COc1cc(-c2cnc3c(NC=O)cc(-c4cccc(C(F)(F)F)c4)cn23)cc(OC)c1OC | -6% | -14%
68 | CC(=O)C1=CCC(c2ccc(C)o2)N(S(=O)(=O)c2ccc(C)cc2)C1 (stereo not drawn) | 10µM* | -5%
69 | N=C(N)N | 4% | 1%
70 | O=C(NCc1ccccn1)[C@@H]1CCCN1C(=O)[C@@H]1CCCN1C(=O)c1cccs1 | 4% | 0%
71 | CCOC(=O)[C@]12CCCC=C1N(Cc1ccc3c(c1)OCO3)C(=O)[C@H](CC(=O)N1CCSCC1)C2 | -9% | -10%
72 | O=C(NCc1ccc(Cl)c(Cl)c1)c1cc(C2CCCCN2C(=O)c2ccccc2)on1 (stereo not drawn) | ? | 1%
73 | CC1(C(=O)NS(=O)(=O)c2ccccc2)CCN1C(=O)CC1CCCC1 (stereo not drawn) | -28% | -22%
74 | COc1ccc(C(O)c2nc(/C=C/c3ccc(C(F)(F)F)cc3)cs2)cc1 (stereo not drawn) | ? | 2%
75 | CCOC(=O)C1(C)CCCN(C(=O)c2cccnc2SC)C1 (stereo not drawn) | -2% | -2%
76 | Cc1ccc(CN2CCC(C)(Oc3cccc(Cl)c3)C2)cc1 (stereo not drawn) | ? | -3%
77 | CC1(C(=O)NS(=O)(=O)C2CC2)CCN(C(=O)c2ccccc2C(F)(F)F)C1 (stereo not drawn) | -7% | 1%
78 | CCCCc1ccc2nc(NC(=O)OC)[nH]c2c1 | 1%[22.9 µM] | 1%[20 µM]
79 | CC(CC(=O)Nc1ccc2c(c1)c(=O)n(C)n2Cc1ccc(F)cc1)C(F)(F)F (stereo not drawn) | 8% | 2%
80 | Cc1ccccc1CC1(C)C(=O)Nc2ccc(S(=O)(=O)NC3CCCCC3)cc21 (stereo not drawn) | -20% | -6%
81 | Brc1ccc2nc(-c3ccco3)c(Cc3ccsc3)n2c1 | -113% | -13%
82 | CC1(C(=O)NCc2ccccc2)CCC(=O)N1C1CCN(Cc2ccccc2)CC1 (stereo not drawn) | -9% | -10%
83 | CCNC(=O)C1(C)CCN(C(=O)c2ccc(C(=O)OC)cc2)C1 (stereo not drawn) | -14% | 0%
84 | CS(=O)(=O)c1ccc(-c2csc(C(O)c3cccc(Cl)c3)n2)cc1 (stereo not drawn) | -24% | -7%
85 | COc1ccc(NC(=O)C2(C)CCN2CCc2ccccc2)cc1OC (stereo not drawn) | -3% | -3%
86 | CC(C)NC(=O)OCc1c(COC(=O)NC(C)C)c([N+](=O)[O-])n2c1CCC2 | -3% | 2%
87 | CC(C)Nc1nc(Nc2ccc(C(N)=O)cc2)c2sccc2n1 | 0% | -1%
88 | COc1ccc(Cl)cc1Cn1c(C)c(C(=O)NCc2cccc([N+](=O)[O-])c2)sc1=O | -3% | 1%
89 | CCCCOCCCNC(=O)C[C@@H]1C[C@@]2(C(=O)OC)CCCCC=C2N(Cc2ccco2)C1=O | ? | 1%
90 | CCNC(=O)c1cc2c(c(-c3cccc(-c4cc5ccccc5o4)c3)n1)[C@H](CCO)N(C(=O)NC(C)C)C2 | -22% | 0%
91 | CCc1nc2ccc(C(=O)NCCCN3CCCC3=O)cn2c1N(CC)Cc1cccc(Br)c1 | 26% | 11%
92 | COc1ccc(Cc2c(-c3cccc(Cl)c3)nc3ccc(Cl)cn23)c(C)c1 | ? | -5%
93 | CC1(C(=O)Nc2cccnc2)Cc2c(-c3ccc4c(c3)OCO4)ccnc2O1 (stereo not drawn) | 12% | 4%
94 | C=CCNc1nc(NCc2ccc(N(C)C)cc2)c2sc(-c3ccccc3)cc2n1 | ? | -22%
95 | COc1ccc(Cc2c(-c3cccc(Cl)c3)nc3ccc(Br)cn23)c(C)c1 | ? | 7%
96 | CCCS(=O)(=O)NC(=O)C1(C)CCN(C(=O)c2cc(C)on2)C1 (stereo not drawn) | -24% | 5%
97 | CC1(C(=O)NS(=O)(=O)c2ccc(Cl)cc2)CCN1C(=O)CC1CCCC1 (stereo not drawn) | ? | 13%

Single records, as listed above.
CC(=O)c1ccc(OC2(C)CCN(Cc3ccc4c(c3)OCCO4)C2)cc1 (stereo not drawn) across the screens: ALOX12 inh: 15%; GLS inh: 6%
CCCCNC(=O)C1(C)CCN1C(=O)c1cc(C)n(C(C)(C)C)n1 (stereo not drawn) across the screens: ALOX12 inh: -1%; GLS inh: 3%
